LGR2 antag: inhibitors of bursicon-induced Drosophila LGR2 receptor cAMP signaling. HEK293 LGR2, CRE-luciferase, bursicon-stimulated, 4 h. inhibition, % at 9.99 µM. hit rate 0.35% among 380,000. AID 720647;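 active means drop in luminescence signal, shown as inhibition above about 50% in the replicate tests, limit read from the data, passing the limit was not always enough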;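 further: agonist challenge used bursicon conditioned medium at about half maximal strength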
An asterisk follows results filed as active. Not all compounds are listed (hit frequency here may not be typical).

SMILES	LGR2 antag
C[C@@H]1CCCCO[C@@H](CN(C)C(=O)Nc2ccc(F)cc2)[C@@H](C)CN([C@@H](C)CO)C(=O)c2cc(NC(=O)NC3CCCCC3)ccc2O1	1
O=C(NCCN1CCN(c2ccccc2)CC1)c1cccn2c(=O)c3ccccc3nc12	12
CCN(CC(=O)NC(C)(C)C)C(=O)CCl	-13
NS(=O)(=O)c1ccc(NC(=O)CSc2nnc(-c3cnccn3)n2-c2ccccc2)cc1	-4
Cn1cnnc1SCC(=O)Nc1cccc(S(=O)(=O)N2CCCCCC2)c1	-18
Cc1ccc(NS(=O)(=O)c2cccc(C(=O)O)c2)cc1S(=O)(=O)N1CCCCC1	11
COc1ccc(C(=O)CCC(=O)O)c(C)c1	5
Cc1ccc(S(=O)(=O)NCC(=O)OCN2C(=O)c3ccccc3C2=O)cc1	2
O=C(CSc1ccc(-c2cccs2)nn1)N1CCCCC1	-35
CCn1c2ccccc2c2nnc(SCC(=O)OCN3C(=O)c4ccccc4C3=O)nc21	-4
O=C(CSc1nnc2scc(-c3ccc(F)cc3)n12)NCc1ccco1	19
CC(=O)c1c(C)[nH]c(C(=O)OCC(=O)NCCc2ccc(Cl)cc2)c1C	23
CCCCCCN1C(=O)C(O)=C(C(C)=O)C1c1ccc(Cl)cc1 (stereo unspecified)	5
C=CCn1c(N)c(C(=O)OCC(C)C)c2nc3ccccc3nc21	-14
C[C@H](CO)N1C[C@H](C)[C@H](CN(C)C(=O)Nc2ccc3c(c2)OCO3)Oc2ccc(NC(=O)Nc3ccc4c(c3)OCO4)cc2CC1=O	-5
O=[N+]([O-])c1ccccc1/C=N/Nc1nnc(-c2ccccc2)c(-c2ccccc2)n1	-3
Cc1ccc(C(=O)N/C(=C\c2cccnc2)c2nc3ccccc3[nH]2)cc1	13
O=S(=O)(c1ccc(Cl)cc1)N1CCC(n2cnc3cc(C(F)(F)F)ccc32)CC1	-7
CCCOc1c(Br)cc(/C=N/O)cc1OC	3
Cc1onc(-c2ccccc2)c1C(=O)NNC(=S)NC(=O)/C=C/c1cccs1	19
C=CCn1c(SCC(=O)NCc2cccs2)nnc1C1CCCCC1	6
CCOP(=O)(c1ccccc1)C1(C#N)CCCC1 (stereo unspecified)	0
CCCC(C(=O)NCc1ccco1)N(C(=O)CNS(=O)(=O)c1ccccc1)c1ccccc1OC (stereo unspecified)	10
Fc1ccc(NC(=S)NCc2cccs2)cc1	-5
CCOC(=O)c1[nH]c(=O)[nH]c1CSc1nc(C)cc(C)n1	-3

For convenience, part of the list above:
SMILES	LGR2 antag
NS(=O)(=O)c1ccc(NC(=O)CSc2nnc(-c3cnccn3)n2-c2ccccc2)cc1	-4
Cn1cnnc1SCC(=O)Nc1cccc(S(=O)(=O)N2CCCCCC2)c1	-18
Cc1ccc(NS(=O)(=O)c2cccc(C(=O)O)c2)cc1S(=O)(=O)N1CCCCC1	11
COc1ccc(C(=O)CCC(=O)O)c(C)c1	5
Cc1ccc(S(=O)(=O)NCC(=O)OCN2C(=O)c3ccccc3C2=O)cc1	2
O=C(CSc1ccc(-c2cccs2)nn1)N1CCCCC1	-35
CCn1c2ccccc2c2nnc(SCC(=O)OCN3C(=O)c4ccccc4C3=O)nc21	-4
O=C(CSc1nnc2scc(-c3ccc(F)cc3)n12)NCc1ccco1	19
CC(=O)c1c(C)[nH]c(C(=O)OCC(=O)NCCc2ccc(Cl)cc2)c1C	23
CCCCCCN1C(=O)C(O)=C(C(C)=O)C1c1ccc(Cl)cc1 (stereo unspecified)	5
C=CCn1c(N)c(C(=O)OCC(C)C)c2nc3ccccc3nc21	-14
C[C@H](CO)N1C[C@H](C)[C@H](CN(C)C(=O)Nc2ccc3c(c2)OCO3)Oc2ccc(NC(=O)Nc3ccc4c(c3)OCO4)cc2CC1=O	-5
O=[N+]([O-])c1ccccc1/C=N/Nc1nnc(-c2ccccc2)c(-c2ccccc2)n1	-3
Cc1ccc(C(=O)N/C(=C\c2cccnc2)c2nc3ccccc3[nH]2)cc1	13
O=S(=O)(c1ccc(Cl)cc1)N1CCC(n2cnc3cc(C(F)(F)F)ccc32)CC1	-7
CCCOc1c(Br)cc(/C=N/O)cc1OC	3
Cc1onc(-c2ccccc2)c1C(=O)NNC(=S)NC(=O)/C=C/c1cccs1	19

Further records follow.
SMILES	LGR2 antag
CC1(C)Cc2cccc(OCC(=O)O)c2O1	-7
O=C(OCC(=O)c1ccc[nH]1)c1ccc(S(=O)(=O)N2CCCCC2)cc1	-15
COC(=O)CC1=NN(c2ccccc2)C(=O)/C1=C\c1ccc(OC)cc1	-15
CC(C)c1cc(C(N)=O)c(NC(=O)c2cccc(COc3ccc(Cl)cc3)c2)s1	-5
Cc1ccc2nsnc2c1S(=O)(=O)N1CCCC1	-8
O=C1CC(c2ccccc2)n2nc(NC(=O)c3cccnc3)nc2N1 (stereo unspecified)	14
N#CCC(=N)N1CCN(c2ccccc2)CC1	22
NC(=O)N/N=C/c1ccccc1OCC(=O)NCc1ccccc1	10
N#CCSc1ncccc1-c1nc2ccccc2[nH]1	-12
C[C@@H]1CCCCO[C@H](CN(C)C(=O)NC2CCCCC2)[C@H](C)CN([C@H](C)CO)C(=O)c2cc(NC(=O)Cc3ccccc3)ccc2O1	7
O=C(COC(=O)c1ccccc1)Nc1ccccc1N1CCOCC1	6
CC(=O)/C(C#N)=C1\NC(=O)C(Cc2ccccc2)S1 (stereo unspecified)	9
CC(C)(C)n1ncc2c(=O)n(CC(=O)NCc3ccco3)cnc21	-46
COCCn1c(SCC(=O)NC(=O)NC(C)C)nc2ccccc21	0
Cc1cc(C)nc(NS(=O)(=O)c2ccc(NC(=O)c3ccco3)cc2)n1	7
CCOc1ccc(-c2nnc(N)o2)cc1	-9
CCn1nnc(NC(=O)c2sc3ccccc3c2Cl)n1	-34
O=C(C1CCCN(Cc2cccs2)C1)N1CCCCCC1 (stereo unspecified)	6
CC(C)CN1CN(S(=O)(=O)c2cccs2)c2nc3ccccc3nc21	-31
Cc1ccc(C(=O)NC2(C(F)(F)F)N=C3SCCN3C2=O)cc1 (stereo unspecified)	0
Cc1cccc2sc(N(CCCN(C)C)C(=O)c3nc4ccccc4s3)nc12	-6
CCC1CCCCN1Cc1cc(OC)c(O)c([N+](=O)[O-])c1 (stereo unspecified)	-5
CCCNC(=O)c1cccc(Cn2cc(Br)c([N+](=O)[O-])n2)c1	5
CC(=O)C(Sc1ncnc2c1nnn2-c1ccc(F)cc1)C(=O)N(C)C (stereo unspecified)	9
C/C(=N\N=C(N)N)c1ccc(Cl)cc1	17

Continuation:
SMILES	LGR2 antag
CCn1c(SCC(=O)Nc2cc(C)on2)nc2sc(C)c(C)c2c1=O	1
O=C(CCCc1ccccc1)Nc1nncs1	1
COc1ccc(OC)c(NC(=O)c2ccccc2SC)c1	3
CSc1ncccc1C(=O)OCc1ccccc1	-26
CCC(C)c1ccc(NC(=O)COc2c(F)c(F)c(C(F)(F)F)c(F)c2F)cc1 (stereo unspecified)	-1
O=C(CN(CCc1ccccc1)C(=O)CNS(=O)(=O)c1ccccc1)NCC1CCCO1 (stereo unspecified)	7
COc1ccc(-c2cc(C(=O)O)c3c(C)nn(-c4ccccn4)c3n2)cc1	-15
C[C@H](CO)N1C[C@H](C)[C@H](CN(C)Cc2ccc(C(=O)Nc3ccccc3N)cc2)Oc2c(NC(=O)NC3CCCCC3)cccc2C1=O	16
CC(=O)N(C)C1(c2nnnn2CCOC(=O)Nc2cccc3ccccc23)CCCC1	-13
COc1cc(/C=N/Nc2nc(C)cc(C)n2)ccc1OC(=O)c1ccco1	2
COCCCNC(=O)c1c(N)n(/N=C/c2ccccn2)c2nc3ccccc3nc12	4
CC(=O)Nc1ccc(S(=O)(=O)NC(CC(=O)NC2CCCCC2C)C(C)C)cc1 (stereo unspecified)	-1
CC(C)(C)c1csc(N(CCC#N)CCC#N)n1	12
CCCC(=O)N1CCN(c2ccc(NC(=S)NC(=O)CC)cc2)CC1	21
CNC(=O)c1sc(-c2ccccc2)nc1C	-9
O=C(NCc1ccccc1)N(Cc1cc2cc3c(cc2[nH]c1=O)OCO3)CC1CCCO1 (stereo unspecified)	-2
COCCOC(=O)C1=C(C)N=c2s/c(=C\c3cccs3)c(=O)n2C1c1cccs1 (stereo unspecified)	2
Cc1ccc(C(C)C)c(OCC(=O)Nc2ccc3c(c2)nc(CN2CCCC2)n3C)c1	8
CN(C)c1ccc(N=Nc2ccccc2C(=O)OCC(=O)NC2CCCC2)cc1	-9
CN(Cc1nnc(SCC(=O)NCCc2ccccc2)n1C)S(=O)(=O)c1ccccc1	8
CCCN(CCC)c1nc2ccccc2nc1C(C#N)C(=O)OC(C)COC (stereo unspecified)	10
Nc1nc(Cl)cc(Sc2ccc(F)cc2)n1	11
O=S(=O)(NCc1ccco1)N1CCOCC1	4
CN1CCN(CC(=O)Nc2ccc(OCc3ccccc3)cc2)CC1	-24
COc1cc(NC(=S)NC(C)=O)ccc1NC(=O)C(C)C	-10

(further entries)
SMILES	LGR2 antag
C[C@H](CO)N1C[C@H](C)[C@@H](CN(C)C(=O)Nc2ccccc2)Oc2ccc(NC(=O)CCCCCC(=O)Nc3ccccc3N)cc2C1=O	-3
CCSc1nnc(NC(=O)CSc2nccn2-c2cccc(C)c2C)s1	-9
CC(C)c1ccc(C(C(=O)NC2CCCC2)N(C(=O)CNC(=O)c2ccco2)c2cccnc2)cc1 (stereo unspecified)	10
C[C@@H]1CN([C@@H](C)CO)C(=O)c2cccc(NC(=O)CCCCCC(=O)Nc3ccccc3N)c2O[C@H]1CN(C)Cc1ccc(Oc2ccccc2)cc1	-2
O=c1cc(-c2ccccc2)nc(SCc2ccccc2)[nH]1	-2
O=C(CN1CCOCC1)N[C@@H]1CC[C@@H](CCn2cc(C3CCCCC3)nn2)O[C@H]1CO	-9
C[C@@H]1CN([C@@H](C)CO)C(=O)c2cccc(NS(=O)(=O)c3ccc(Cl)cc3)c2O[C@@H]1CN(C)C(=O)Nc1ccc(C(F)(F)F)cc1	1
CCc1nnc(NC(=O)C=C(C)C)s1	-45
O=C1c2ccsc2SCCN1Cc1ccccc1Cl	22
Cc1c(/C=N\NC(=O)c2ccc(F)cc2)cnn1C	-10
COC(=O)c1cc(OC)c(OC)cc1NC(=O)Nc1ccc(OC)cc1	9
Cc1ccc(-c2cc(C(=O)Nc3ccc(S(=O)(=O)Nc4nccs4)cc3)c3ccccc3n2)c(C)c1	-10
COC(=O)Nc1snnc1C	1
O=C(CC(c1ccccc1)c1ccco1)N1CCOCC1 (stereo unspecified)	25
COc1ccc(S(=O)(=O)N(C)C[C@@H]2Oc3c(NC(=O)Nc4c(C)noc4C)cccc3C(=O)N([C@@H](C)CO)C[C@H]2C)cc1	5
CCC(=O)Nc1cccc(NC(C)=O)c1	-3
COc1ccc(C2NC(C(=O)O)CS2)cc1COCC(F)(F)F (stereo unspecified)	-2
C[C@@H]1CN([C@H](C)CO)C(=O)c2cccc(NC(=O)Nc3ccc4c(c3)OCO4)c2O[C@H]1CN(C)CC1CCCCC1	-18
Cc1cc(NC(=O)C2CCCN2C(=O)Nc2c(C)cccc2C)ccc1-n1cnnn1 (stereo unspecified)	-3
C=CCNC(=O)CC(=O)N/N=C/c1ccc(C(=O)OC)cc1	11
COc1ccc(S(=O)(=O)Nc2ccc3c(c2)C(=O)N([C@H](C)CO)C[C@@H](C)[C@H](CN(C)C(=O)Nc2ccccc2)OCCCC[C@H](C)O3)cc1	17
CC(C)CCNC(=O)C1CCCN1C(=O)NC1CCCCC1 (stereo unspecified)	14
CC(C)CCNC(=O)c1cnn2c(C(F)(F)F)cc(-c3ccco3)nc12	-10
Cc1cn(C(=O)CN2C(=O)c3ccccc3C2=O)c(C)n1	-3
CCOC(=O)CCc1c(C)nc2cc(C3CCCN(C(=O)OC(C)(C)C)C3)[nH]n2c1=O (stereo unspecified)	1

(listing goes on)
SMILES	LGR2 antag
CCOC(=O)/C(C#N)=C1/SC(CCO)C(=O)N1c1ccccc1 (stereo unspecified)	-3
CCN(CC)C(=O)CSc1nnc(-c2ccc(S(=O)(=O)NCc3ccccc3Cl)cc2)o1	44
O=C(Cc1cccs1)N1CCC(c2nc3c(nnn3Cc3ccccc3Cl)c(=O)[nH]2)CC1	17
O=C(C[C@H]1C=C[C@@H](NC(=O)c2cccnc2)[C@H](CO)O1)NCCN1CCCCC1	3
C[C@@H]1CN([C@@H](C)CO)C(=O)Cc2cc(NC(=O)NC3CCCCC3)ccc2O[C@@H]1CN(C)Cc1ccc(C(=O)Nc2ccccc2N)cc1	-36
COc1ccc(/C=N/n2c(-c3cccs3)n[nH]c2=S)cc1	6
Cc1noc(C)c1S(=O)(=O)N(C)C[C@H]1Oc2c(NC(=O)c3nc4ccccc4s3)cccc2C(=O)N([C@H](C)CO)C[C@H]1C	7
COc1cccc(-c2cc(C(=O)NC3CCCC3)no2)c1	-11
O=C(N1CCOCC1)n1cnc2ccccc21	16
O=C(Nc1ccccc1N1CCN(c2ccccc2)CC1)c1cccc(F)c1	2
Cc1cc(=O)oc2cc(OCc3ccc(S(=O)(=O)N4CCOCC4)cc3)ccc12	7
COc1ccc(C)cc1-n1nnnc1SCC1CCCO1 (stereo unspecified)	-6
COc1c(C(C)C)cc(NC(C)=O)cc1C(C)C	-9
CN(C)c1nc2n(c(=O)n1)C(C#N)CS2 (stereo unspecified)	14
COc1ccccc1CNC(=O)C[C@@H]1C=C[C@@H](NC(=O)CN(C)C)[C@H](CO)O1	2
CCn1c(CCNC(=O)c2ccc(OC)cc2)nnc1SCc1ccc(Cl)cc1Cl	13
O=C(Nc1cccc(C(F)(F)F)c1)C1(c2ccccc2)CC1	2
Cc1ccccc1NC(=O)NC1(C(=O)NCCCN2CCOCC2)CCCCC1	2
Cn1c(=O)c2cc(S(=O)(=O)NCCC(=O)NCCc3ccc(Cl)cc3)ccc2n(C)c1=O	12
COc1ccc(O)c(C(=O)CC(=O)c2ccc(F)cc2)c1	75*
COc1ccc(C2C(C(=O)Nc3cccc(C)n3)CCC(=O)N2c2ccc(OC)cc2)cc1 (stereo unspecified)	19

Bioassay records deposited in PubChem BioAssay by Broad Institute.
